NRP1-CendR mod: modulators of CendR peptide binding to NRP-1, primary screen, biochemical, fluorescence polarization, uHTS; Neuropilin-1 (Homo sapiens), O14786; FAM-RPARPAR peptide binding to NRP-1; inhibition, % at 25 µM; 360,000 tested, 0.85% active;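 active = inhibition or corrected inhibition above about 18%, plus a signal ratio from 0.5 to 1.5, limit read from the data, passing the limit was not always enough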; note: strong numbers were not always called active
SKN-1 inh: suppressors of acrylamide-induced Pgst-4::GFP reporter in worms, primary screen, SKN-1 inhibitor project, whole organism, uHTS, GFP/RFP fluorescence ratio, strain VP596; inhibition, % at 21.8 µM; 360,000 tested, 0.49% active; AID 624304, 2012; C. elegans VP596 Pgst-4::GFP/RFP ratio, 24 h;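 active = interference check ratio from 0.5 to 1.5 plus GFP to RFP signal ratio inhibition reaching or exceeding a fixed threshold, cut at about 30% in these data, passing the limit was not always enough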; note: some compounds called inactive have numbers as strong as hits
Rin1 Abl inh: inhibitors of Rin1-Abl protein binding, primary screen, biochemical, TR-FRET; Tyrosine-protein kinase ABL1 (Homo sapiens) + Ras and Rab interactor 1 (Homo sapiens), …; AID 588664, 2011; 360,000 tested, 0.4% active; inhibition, % at 7.35 µM; in the data active = inhibition above about 5%, passing the limit was not always enough
MsrA act: bovine MsrA enzyme activators, primary screen, biochemical, absorbance, HTS; Methionine sulfoxide reductase A (Bos taurus); purified bovine MsrA, absorbance read-out; activation, % at 10.6 µM; 360,000 tested, 0.3% active; AID 602163, 2012; in the data active = activation above about 7.5%;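 note: 0% = vehicle and 100% = reference activator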
PABP1 MLLE inh: inhibitors of PABP1 MLLE–PAM2 peptide binding, primary screen, biochemical, fluorescence polarization, FITC-PAM2, GST-MLLE; inhibition, % at 20 µM; Polyadenylate-binding protein 1 (Homo sapiens), P11940; 360,000 tested, 0.36% active; in the data active = inhibition above about 35%, passing the limit was not always enough;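 note: plate controls were DMSO wells with GST-MLLE for no effect and wells lacking GST-MLLE protein for full effect; some results filed as inactive read as strong as hits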
E coli Lon inh: inhibitors of E. coli Lon protease, primary screen, biochemical, fluorescence polarization. inhibition, % at 7.94 µM. 360,000 tested, 0.42% active. purified E. coli Lon protease; in the data active = inhibition above about 13%, passing the limit was not always enough;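 note: 0% = enzyme with probe and DMSO and 100% = no enzyme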
Target sequence (P0A9M0 whole entry, looked up): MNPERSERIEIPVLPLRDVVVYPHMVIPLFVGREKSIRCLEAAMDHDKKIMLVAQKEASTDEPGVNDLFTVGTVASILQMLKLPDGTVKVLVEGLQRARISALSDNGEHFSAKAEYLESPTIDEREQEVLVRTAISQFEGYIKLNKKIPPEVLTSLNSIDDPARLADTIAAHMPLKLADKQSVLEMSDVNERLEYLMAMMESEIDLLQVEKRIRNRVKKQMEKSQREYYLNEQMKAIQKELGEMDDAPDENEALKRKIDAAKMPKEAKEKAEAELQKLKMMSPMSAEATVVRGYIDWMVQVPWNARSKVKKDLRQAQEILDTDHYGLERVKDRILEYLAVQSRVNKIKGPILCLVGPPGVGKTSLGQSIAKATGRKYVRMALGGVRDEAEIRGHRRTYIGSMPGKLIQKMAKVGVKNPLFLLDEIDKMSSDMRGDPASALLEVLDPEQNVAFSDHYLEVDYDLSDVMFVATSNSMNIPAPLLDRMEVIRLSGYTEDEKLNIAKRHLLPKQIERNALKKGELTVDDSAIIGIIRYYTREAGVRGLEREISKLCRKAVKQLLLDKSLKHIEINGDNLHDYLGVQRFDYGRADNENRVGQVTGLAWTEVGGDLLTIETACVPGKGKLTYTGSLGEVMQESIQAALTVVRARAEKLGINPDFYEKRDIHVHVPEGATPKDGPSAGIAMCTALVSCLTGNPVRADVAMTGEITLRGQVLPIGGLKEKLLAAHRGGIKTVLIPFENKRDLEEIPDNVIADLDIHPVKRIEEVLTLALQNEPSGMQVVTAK
MT1-MMP act inh: blockers of MT1-MMP proenzyme processing, primary screen, HT1080 RFP-PRO-GFP cells, GFP/RFP fluorescence; GFP/RFP ratio change, % at 20 µM; 360,000 tested, 0.061% active; Matrix metalloproteinase-14 (Homo sapiens), P50281; AID 651647, 2012; GFP/RFP ratio fluorescence, overnight; percent of plate control window, DMSO zero;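 active = GFP/RFP ratio change of at least 30% with cell ATP level not reduced by more than half and red fluorescence within 50% of control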; note: strong numbers were not always called active
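Test system: HT1080 RFP-PRO-GFP cells; Benchmarks: DMSO and RFP-L50D-GFP cell wells; Timing: cells overnight before dosing, compound overnight, 37 °C, 5% CO2; Compound: one 20 µM compound dose with 1% DMSO; Read-out: GFP/RFP fluorescence ratio.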
Neddyl block: inhibitors of cullin neddylation, primary screen, biochemical, TR-FRET, uHTS, NAE and Ubc12; NEDD8-conjugating enzyme Ubc12 (Homo sapiens) + NEDD8-activating enzyme E1 regulatory …; calls only at 25 µM; 360,000 tested, 0.58% active; AID 651699, 2012; in the data active = inhibition above about 36%
FAS-TE inh: FAS thioesterase domain inhibitors, primary screen, biochemical, fluorescence intensity, uHTS. Fatty acid synthase (Homo sapiens), P49327. recombinant FAS-TE, OMFH fluorogenic substrate, fluorescence endpoint. inhibition, % at 15 µM. 360,000 tested, 0.67% active;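 active = compounds whose normalised, plate-corrected inhibition of enzyme fluorescence in the single-dose primary screen is 50% or more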;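 note: 0% = DMSO with enzyme and 100% = substrate without enzyme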
Starred values were filed as active, the others as inactive; i = inactive; . = no result given.

The opening five entries, ahead of the listing:
SMILES	NRP1-CendR mod	SKN-1 inh	Rin1 Abl inh	MsrA act	PABP1 MLLE inh	E coli Lon inh	MT1-MMP act inh	Neddyl block	FAS-TE inh
NS(=O)(=O)c1ccc(NC(=O)CN2CCN(S(=O)(=O)c3cccs3)CC2)cc1	-2	-5	-2	-3	-9	-14	1	i	-3
COc1ccccc1N1CCN(C(=O)c2ccccc2N(C)S(=O)(=O)c2ccc(C)cc2)CC1	-3	2	2	-1	17	-9	5	i	2
Cc1cc(C)nc(Nc2cccc(C(F)(F)F)c2)n1	7	-19	2	-2	-15	-10	-1	i	8
CN(C)CCNC(=O)Cc1ncc(C(F)(F)F)cc1Cl	-3	11	-1	-2	8	-3	0	i	-5
CC(NC(=O)c1ccc(Br)o1)c1ccc(-n2ccnc2)cc1 (configuration not stated)	4	-3	2	-2	3	-11	1	i	-4

All compounds of this part, from the start:
SMILES	NRP1-CendR mod	SKN-1 inh	Rin1 Abl inh	MsrA act	PABP1 MLLE inh	E coli Lon inh	MT1-MMP act inh	Neddyl block	FAS-TE inh
NS(=O)(=O)c1ccc(NC(=O)CN2CCN(S(=O)(=O)c3cccs3)CC2)cc1	-2	-5	-2	-3	-9	-14	1	i	-3
COc1ccccc1N1CCN(C(=O)c2ccccc2N(C)S(=O)(=O)c2ccc(C)cc2)CC1	-3	2	2	-1	17	-9	5	i	2
Cc1cc(C)nc(Nc2cccc(C(F)(F)F)c2)n1	7	-19	2	-2	-15	-10	-1	i	8
CN(C)CCNC(=O)Cc1ncc(C(F)(F)F)cc1Cl	-3	11	-1	-2	8	-3	0	i	-5
CC(NC(=O)c1ccc(Br)o1)c1ccc(-n2ccnc2)cc1 (configuration not stated)	4	-3	2	-2	3	-11	1	i	-4
CNC(=S)Nc1cc(Cl)ccc1Oc1ccccc1	-6	-4	-4	-1	6	1	6	i	-5
COc1ccc(C(=O)NCc2nnc(SCC(=O)N3CCCC3)o2)cc1	-8	22	4	2	-66	-5	2	i	-5
Cc1nn(CC(=O)N2CCN(C)CC2)c(=O)c2c1sc1ccccc12	0	8	-1	-1	1	1	1	i	-5
COc1cccc(NC(=S)N(CCc2c(C)[nH]c3ccccc23)Cc2cccs2)c1	0	0	-1	-2	-24	-3	-7	i	34
Cc1cc(C)c(C(=O)CSc2nnc(N)s2)c(C)c1	-4	-8	4	-2	29	4	0	i	-2
CC(=O)c1cccc(NC(=O)CCN2C(=O)C3CC=CCC3C2=O)c1 (configuration not stated)	4	0	-1	-2	-12	-12	-1	i	-9
Cc1nn(-c2cc(N3CCCCC3)ccc2N)c(=O)c2ccccc12	3	14	2	-3	16	-5	6	i	-2
COc1ccc(C(=O)/C=C\c2ccc(NC(=O)c3cccs3)cc2)cc1	-9	-4	-2	-4	-2	0	-4	i	8
COc1ccc(NC(=O)CCC(=O)N2CCN(S(=O)(=O)c3ccc(C)cc3)CC2)c(OC)c1	2	-12	2	-3	-1	-9	2	i	0
CC1CCCN(C(=O)c2ccccc2OC2CCN(S(C)(=O)=O)CC2)C1 (configuration not stated)	-4	-6	3	-6	9	-8	4	i	-8
Cn1nc(C(C)(C)C)cc1C(=O)N1CCCC(C)(C(=O)NS(=O)(=O)C2CC2)C1 (configuration not stated)	-1	4	-2	-2	6	-10	-1	i	-11
Cn1nc(C(F)(F)F)c(-c2ccccc2)c1NC(=O)CSCC(=O)O	1	-3	3	-4	3	-1	-6	i	-5
COc1cc(O)c(C(CCN2CCCC(C)C2)c2ccc3c(c2)OCO3)c(OC)c1 (configuration not stated)	-3	-1	5	-1	-8	0	3	i	-7
Cc1ccc(S(=O)(=O)NNC(=O)CCC(=O)Nc2ccccc2)cc1	4	5	1	-3	-12	6	-3	i	-7
CCOC(=O)[C@]12CCCC=C1N(CCC1=CCCCC1)C(=O)[C@H](CC(=O)NCCC(C)C)C2	20	-2	.	.	.	.	-14	i	.
CC(c1ccccc1)N1C(=O)c2ccc(C(=O)Nc3ccc(Br)cc3C(=O)O)cc2C1=O (configuration not stated)	-74	15	3	-5	-3	-3	-2	i	-149
O=C(COc1ccccc1F)Nc1ccc(S(=O)(=O)NCc2ccco2)cc1	-4	-8	1	-1	-12	-14	7	i	8
COC(=O)C(C)Oc1ccc2c(c1)O/C(=C\c1cccc(Br)c1)C2=O (configuration not stated)	6	6	3	-1	-2	1	-1	i	11
CC1(C(=O)NS(=O)(=O)c2cccc(F)c2)CCN1C(=O)CCc1ccc(Cl)cc1Cl (configuration not stated)	7	-9	-1	-2	4	-9	-1	i	-3
Cc1ccc(NC(=O)C2C3C=CC(O3)C2C(=O)O)cc1C (configuration not stated)	1	14	-1	-3	-6	-4	-1	i	-2

Taken from above (three entries):
SMILES	NRP1-CendR mod	SKN-1 inh	Rin1 Abl inh	MsrA act	PABP1 MLLE inh	E coli Lon inh	MT1-MMP act inh	Neddyl block	FAS-TE inh
CCOC(=O)[C@]12CCCC=C1N(CCC1=CCCCC1)C(=O)[C@H](CC(=O)NCCC(C)C)C2	20	-2	.	.	.	.	-14	i	.
CC(c1ccccc1)N1C(=O)c2ccc(C(=O)Nc3ccc(Br)cc3C(=O)O)cc2C1=O (configuration not stated)	-74	15	3	-5	-3	-3	-2	i	-149
O=C(COc1ccccc1F)Nc1ccc(S(=O)(=O)NCc2ccco2)cc1	-4	-8	1	-1	-12	-14	7	i	8

More entries:
SMILES	NRP1-CendR mod	SKN-1 inh	Rin1 Abl inh	MsrA act	PABP1 MLLE inh	E coli Lon inh	MT1-MMP act inh	Neddyl block	FAS-TE inh
CCCCc1c(C)[nH]c(=S)[nH]c1=O	-3	-1	0	-1	5	-3	6	i	0
CCOc1ccc(NC(=O)NCc2cccnc2)cc1	11	8	0	-2	5	1	0	i	-5
Cc1ccc(NC(=O)N2CCCC2C(=O)Nc2c(C)cc(C)cc2C)cc1 (configuration not stated)	9	31	4	-2	-1	8	-1	i	-2
O=C(/C=C/c1ccccc1)NC(=S)Nc1ccccc1O	5	12	4	2	31	2	0	i	1
Cc1ccc(OC(C)C(=O)N2CCc3ccccc32)c([N+](=O)[O-])n1 (configuration not stated)	4	3	-2	-5	-11	-14	-1	i	-7
COc1ccc(S(=O)(=O)N(CC(=O)Nc2ccccc2C(=O)N2CCOCC2)c2ccc(F)cc2)cc1	4	7	3	-3	9	7	-5	i	4
O=C(NC1CCCCCC1)C1CCN(S(=O)(=O)c2ccccc2)CC1	12	-2	4	-1	-2	-6	-1	i	-8
O=C(NCCCN1CCCC1=O)Nc1ccc([N+](=O)[O-])cc1	1	-7	0	-2	-1	8	-2	i	-5
CCn1nc(C(=O)NNC(=O)c2ccccc2OCc2c(C)noc2C)c2ccccc2c1=O	-4	11	1	-5	4	-9	-1	i	-4
CNc1nc(SCC(=O)OC)nc(N2CCOCC2)n1	11	0	4	-3	-22	-6	0	i	-6
CCOC(=O)CNc1nc(Cl)nc(Nc2ccc(OC)cc2OC)n1	4	17	-1	-2	1	-4	-1	i	-4
O=c1oc(-c2cccs2)nc2sc3c(c12)CCC3	-19	10	0	-9	-26	2	0	.	22
O=C(/C=C/c1ccc(F)cc1)Nc1cc(S(=O)(=O)N2CCOCC2)ccc1N1CCCC1	-8	12	2	1	-27	-2	-1	i	10
Cc1c(Cl)c(C(=O)NC2CCCC2)nn1C	2	8	1	-1	4	8	-1	i	-7
CCCc1nc(SC2CCCC2)c2c(=O)n(C)c(=O)n(C)c2n1	2	-11	3	-1	4	5	-4	i	21
O=C(/C=C/c1ccncc1)c1ccc2c(c1)OCCO2	-9	11	4	-8	-5	3	4	i	-4
CC12CN3CC(C)(CN(C1)C3c1ccc3ccccc3c1O)C2=O (configuration not stated)	-10	19	2	-1	13	-4	-2	i	9
Cc1ccc(Cc2c(-c3ccc(C)cc3)nc3c(Cl)cc(C(F)(F)F)cn23)cc1	-19	19	4	-1	28	1	-5	i	-3
COc1ccc(N2C(=O)N[C@@H](Cc3ccccc3)C2=O)cc1OC	4	8	-1	-1	-5	5	2	i	-6
COc1ccccc1NC(=O)COC(=O)C1CC1	15	0	0	6	2	-3	2	i	-1
CC(=O)c1c(C)[nH]c(C(=O)Nc2ccc(N3CCCCCC3)cc2)c1C	-2	1	1	1	-6	1	-2	i	10
COC(=O)c1ccc(COC(=O)c2ccc(-n3cnnn3)cc2)o1	7	-25	23*	-6	5	-7	-3	i	-1
CC(C)(C)OC(=O)CNC(=O)c1nc[nH]c1C(=O)N1CCN(C(=O)OC(C)(C)C)CC1	7	12	0	-1	-11	-6	3	i	-6
CCOC(=O)C1CCN(C(=O)c2cccc(NC(=O)C(CC)CC)c2)CC1	-6	12	1	-1	-13	-8	5	i	-8
O=S(=O)(Nc1ccc2nc(-c3ccco3)[nH]c2c1)c1ccccc1	-12	7	2	-2	18	-6	-1	i	-5

Looked up above.
CCn1nc(C(=O)NNC(=O)c2ccccc2OCc2c(C)noc2C)c2ccccc2c1=O – Rin1 Abl inh: 1
CCOC(=O)C1CCN(C(=O)c2cccc(NC(=O)C(CC)CC)c2)CC1 – PABP1 MLLE inh: -13
Cc1c(Cl)c(C(=O)NC2CCCC2)nn1C – SKN-1 inh: 8
CC(C)(C)OC(=O)CNC(=O)c1nc[nH]c1C(=O)N1CCN(C(=O)OC(C)(C)C)CC1 – MT1-MMP act inh: 3
COc1ccccc1NC(=O)COC(=O)C1CC1 – E coli Lon inh: -3
O=S(=O)(Nc1ccc2nc(-c3ccco3)[nH]c2c1)c1ccccc1 – NRP1-CendR mod: -12

Continuation:
SMILES	NRP1-CendR mod	SKN-1 inh	Rin1 Abl inh	MsrA act	PABP1 MLLE inh	E coli Lon inh	MT1-MMP act inh	Neddyl block	FAS-TE inh
S=C(c1ccc(Br)cc1)N1CCCC1	-1	-11	-2	-2	20	0	2	i	-5
COC(=O)c1ccc(CN2CCC(Oc3cccc(C(=O)N4CCOCC4)c3)CC2)cc1	6	-9	0	-4	-7	-3	4	i	-3
COc1ccc(C(=O)Nc2ccc(O)c3ccccc23)cc1OC	8	7	-3	-3	16	5	2	i	-1
C=CCOc1ccc(/C=C2\SC(N)=NC2=O)cc1OC	-13	8	-5	-3	-9	-7	-5	i	-5
CC(C)(O)c1[nH]c2cc(C(F)(F)F)ccc2c1C(C)(C)O	7	2	3	-5	-8	11	9	i	-1
CC1N(C)c2cc(NC(=O)c3ccco3)c(P(=O)(Nc3ccc([N+](=O)[O-])cc3)N3CCOCC3)cc2C1(C)C (configuration not stated)	-9	25	5	-6	7	2	12	i	22
O=C(Nc1ccc(OC(F)F)cc1)c1cc[n+]([O-])cc1	-28	15	3	-2	-23	-8	-3	i	-5
CCC(C)(C)NC(=O)C(c1ccc(F)cc1)N(Cc1ccco1)C(=O)c1cnccn1 (configuration not stated)	-15	24	3	1	7	2	-4	i	-2
Cc1cc(C)nc(Nc2cccc3ccccc23)n1	6	3	-1	-3	2	5	3	i	1

High-throughput results as filed in PubChem.
